Bioassay records (PubChem)
MmCpn inh = Inhibitors of TCP-1 ring complex (TRiC) of Methanococcus maripaludis (MmCpn): qHTS; AID 504842, 2011; actives 0.031% (n = 330,000); purified Mm-Cpn ATPase, ADP Transcreener TR-FRET; Potency, µM (top dose mostly 76.9 µM), for inactives: at the highest dose activity, negative = inhibition, most hits filed as inhibitors; also: potency is read from the fitted curve at half-maximal effect; % is scaled to controls: 0 for no effect and ±100 for the full control effect; nearly all actives have a fitted effect of over 80% in size
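ATPase turnover read by TR-FRET ADP competition (Eu cryptate antibody/ADP-d2, 665/590 nm): 10uM ATP final, 25nM Mm-CPN final, 30 min 37degC after 10-min compound preincubation, pH 7.4 Tris/KCl/MgCl2/DTT buffer.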
Nrf2 inh = Nrf2 qHTS screen for inhibitors; Potency, µM (doses to about 46 µM), without a hit: top-dose activity change, negative = inhibition, usual class: inhibitors; A549 ARE-Fluc reporter, luciferase luminescence, 18-24 h; actives 2.1% (n = 360,000); also: potency is read from the fitted curve at half-maximal effect; % is scaled to controls: 0 for no effect and ±100 for the full control effect; nearly all actives have a fitted effect of over 60% in size
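In this cell-based qHTS, ARE-driven firefly luciferase in A549 cells reports Nrf2 activity; the luminescent signal after BugLite lysis is the measured value, with a prior CellTiter-Fluor read for cell health.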
CCT chaperon mod = High-Throughput Screening for Modulators of Cytosolic Chaperonin Activity; AID 651819, 2012; actives 0.3% (n = 360,000); activity change, % (concentration not given with the values), hits read low; purified chaperonin ATPase assay, HTRF ADP detection, 30 min; in the data active = activity change below about -30%; also: % is scaled to controls: 0 for no effect and ±100 for the full control effect
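Nucleotide hydrolysis assay: TRiC at 20–40 nM final (set by batch activity) with 10 uM ATP, 30 min at 37 °C, in presence of 76 uM compound. Detection by competitive ADP HTRF, 30 min ambient.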
A549 tox = Nrf2 qHTS screen for inhibitors: counterscreen for cytotoxicity. actives 0.16% (n = 390,000). Potency, µM (titrated, usually from 46 µM), for the others: at the top dose activity change, negative = cytotoxicity, usual class: inhibitors. AID 504648, 2011. A549 ARE-Fluc cells, CellTiter-Fluor viability, 18-24 h; also: potency is read from the fitted curve at half-maximal effect; % is scaled to controls: 0 for no effect and ±100 for the full control effect
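Cytotoxicity counterscreen: CellTiter-Fluor fluorescence was measured in A549 ARE_Fluc cells after 18-24 h of compound exposure in a concentration series. The subsequent BugLite luminescent read reports ARE-luciferase activity.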
Akt phos inh = HTS Assay for Inhibitors of Akt Phophorylation: Primary Screen | actives 0.32% (n = 360,000) | activity change, % for hits at 50 µM | Neuro2A IGF-stimulated pAkt S473 HTRF, 20 min; active compounds read low | AID 651550, 2012; in the data active = activity change below about -80%; inconclusive = mostly about -51% to -80%; also: % is scaled to controls: 0 for no effect and ±100 for the full control effect
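Single-point screen (50 µM final compound) in Neuro2A cells stimulated 20 min with 6 nM IGF at 37 deg C. After lysis, Ser473-phosphorylated Akt read by HTRF (ex 330 nm, em 615/665 nm) as the 665/615 ratio.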
S2 tox = Viability Counterscreen for Primary qHTS for Inhibitors of ATXN expression; S2 cells (HEK-293 line with an ATXN2-luciferase reporter) viability, CellTiter-Fluor protease fluorescence, 24 h; Potency, µM (doses to about 56.7 µM), most hits filed as cytotoxic; actives 0.49% (n = 400,000); AID 651635, 2014; also: potency is read from the fitted curve at half-maximal effect; nearly all actives have a fitted effect of over 40% in size
Nrf2 ARE act = qHTS of Nrf2 Activators. AREc32 ARE-luciferase reporter (MCF7-derived line), luminescence, 24 h. AID 624171, 2012. actives 0.31% (n = 410,000). Potency, µM (titrated, usually from 46.1 µM), inactives show at the highest dose activation, actives largely listed as activators; also: potency is read from the fitted curve at half-maximal effect; % of control where 0% means no effect; nearly all actives have a fitted effect of over 65% in size
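Reporter line AREc32 (ARE-Fluc), seeded overnight in OPTI-MEM with 5% FBS; compound pin-transferred, 24 hr at 37 deg C, 5% CO2; luminescent read-out.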
HepG2 tox = qHTS for Inhibitors of TGF-b: Cytotox Counterscreen; HepG2 CAGA-GFP viability, ATP luminescence, 18 h; Potency, µM (highest dose often 46.1 µM), without a hit: at the highest dose activity change, negative = cytotoxicity, actives largely listed as cytotoxic; actives 0.76% (n = 410,000); also: potency is read from the fitted curve at half-maximal effect; some results filed as inactive show a strong effect at the top dose
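HepG2 CAGA-GFP cells (1000/well, DMEM with 1% FBS) received compound, then TGF-beta at 500 pg/mL final, and were incubated 18 hours at 37 degrees C. Viability was read by CellTiter-Glo luminescence. Media-only wells were set as complete cell-killing and DMSO as no toxicity.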
TGFb inhibitor = qHTS for Inhibitors of TGF-b | AID 588855, 2011 | actives 1.2% (n = 410,000) | Potency, µM (highest dose often 46.1 µM), without a hit: at the top dose activity, negative = inhibition, hits mostly inhibitors | HepG2 CAGA-GFP TGF-b/SMAD3 reporter, GFP fluorescence, 18 h; TGF-beta stimulated, 500 pg/mL final; also: potency is read from the fitted curve at half-maximal effect; % is scaled to controls: 0 for no effect and ±100 for the full control effect; nearly all actives have a fitted effect of over 65% in size
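Inhibition was scored as loss of TGF-beta-induced (500 pg/mL final, 18 hours, 37 degrees C) GFP in HEPG2 cells carrying a CAGA-GFP reporter, in DMEM with 1% FBS. Well GFP was summed per cell; Activity was normalised to unstimulated and stimulated DMSO wells, then concentration-response fitting.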
* = called active by the depositor; i = inactive; ? = inconclusive; . = not tested or not shown; & = joins results of further samples; [ ] = remark or other dose. Unless noted, calls follow the shape of the dose curve; as a rule, active = well fitted curve in the direction sought with a large enough effect; inconclusive = small, poorly fitted or top-dose-only effect, or another doubt; inactive = no such curve, though single readings can be large; an effect the other way counts as inactive or inconclusive.

Every second line gives: MmCpn inh | Nrf2 inh | CCT chaperon mod | A549 tox | Akt phos inh | S2 tox | Nrf2 ARE act | HepG2 tox | TGFb inhibitor
1. CC(=O)c1ccc(N2C(=NC(=O)C(C)C)SC3CS(=O)(=O)CC32)cc1 (centres undefined)
 : 3% | 4% | -0.8 | -11% | i | i | 0.4% | -2% | -1%
2. COc1cc(-c2[nH]ncc2CN(C)Cc2cc(C)[nH]n2)cc(OC)c1OC
 : 2% | 10% | 1.8 | 1% | i | i | 4.9% | 7% | 3%
3. CC1CCCC(C)N1/N=C/c1ccccc1F (centres undefined)
 : -4% | 2% | 3.0 | 0% | i | i | -0.5% | 13% | 33%[activator]
4. CC(C)CN1CCN(CC#Cc2ccccc2)CC1CCO (centres undefined)
 : -2% | 1% | -5.0 | 1% | i | i | -0.3% | -20% | 1%
5. OC(c1ccc(F)c(F)c1)c1nc(-c2ccc3c(c2)OCO3)cs1 (centres undefined)
 : . | . | -1.6 | . | i | i | 4.5% | -25% | -16%
6. COc1ccc(Nc2cc(C)nc(NCc3ccccc3)n2)cc1
 : 3% | ? | 0.8 | 0% | i | i | 4.0% | -57% | 13µM*
7. COc1ccc(-c2onc(C)c2C)cc1S(=O)(=O)NCc1ccc(C)o1
 : . | -3% | . | ? | . | . | -0.5% | -8% | -4%
8. CCc1ccc(N2CC(C(=O)Nc3cc(C)ccc3F)CC2=O)cc1 (centres undefined)
 : -5% | -40% | -4.7 | -16% | i | i | 0.0% | -3% | -2%
9. Cc1c(NC(=O)C(C)Sc2nc3ccccc3c(=O)n2CCO)c(=O)n(-c2ccccc2)n1C (centres undefined)
 : 1% | 3% | -0.2 | -7% | i | i | -0.6% | 1% | -4%
10. Cc1ccc(S(=O)(=O)N2CCN(S(=O)(=O)c3ccccc3Br)C2=O)cc1
 : -2% | 12% | 1.2 | 17% | i | i | 5.6% | -29% | 10%
11. CCc1ccc(S(=O)(=O)c2nnn3c2nc(NCCC(C)C)c2cc(Cl)ccc23)cc1
 : . | -19% | . | -15% | . | i | 0.2% | -15% | 3%
12. O=C(O)c1ccc2c(c1)OCCO2
 : 1% | 0% | 2.1 | -2% | i | i | 0.4% | 14% | 0%
13. COc1ccc(CN2C(=O)C(NC(=O)c3ccc(C)cc3)(C(F)(F)F)N=C2c2ccccc2)cc1 (centres undefined)
 : . | -14% | . | -1% | . | i | 3.5% | -13% | ?
14. COC(=O)c1cn(NC(=O)c2cccc(OC)c2)c(=O)c2ccccc12
 : 2% | 5% | 0.6 | -2% | i | i | -0.8% | -11% | 13%
15. Cc1ccc(S(=O)(=O)N2CCN(C(=O)Cn3nc(C)c([N+](=O)[O-])c3C)CC2)c(C)c1
 : -4% | 4% | -0.4 | 0% | i | i | 0.3% | -6% | 0%
16. COc1ccc(OC)c(-c2csc(NC(=O)C3c4ccccc4Oc4ccccc43)n2)c1
 : -22% | -24% | -1.5 | 2% | i | i | 0.3% | -37% | -23%
17. O=C(COC(=O)COc1ccc(Cl)cc1)Nc1ncc(Br)s1
 : -2% | -16% | -0.3 | 1% | i | i | 0.1% | 15% | 4%
18. c1cnc2ncc3sccc3c2c1
 : -2% | 0% | -0.8 | -8% | i | ? | 5.6% | 1% | -10%
19. COc1ccc(C(=O)OCCN2C(=O)c3ccccc3C2=O)cc1
 : 2% | 3% | -0.1 | -3%[1.84 µM] | i | i | 0.3% | 3% | -1%
20. COc1ccc(CC(=O)Nc2nnc(CC(C)C)s2)cc1S(=O)(=O)N1CCOCC1
 : -1% | -20% | -0.5 | -3% | i | i | -0.3% | -1% | ?
21. O=C(Nc1ccc(F)cc1)C1CCN(c2nnnn2-c2ccccc2)CC1
 : -2% | -16% | -1.6 | -9% | i | i | -0.6% | -36% | -10%
22. N#CC1=C(N)OC2=C(CC/C2=C\c2ccccc2Cl)C1c1ccccc1Cl (centres undefined)
 : 1% | ? | 1.3 | 5% | i | . | ? | -28% | 11µM*
23. C=CCN(C(=O)Nc1ccc(F)cc1)C1CC(=O)N(c2ccc(OC)cc2)C1=O (centres undefined)
 : 1% | -2% | 0.0 | 2% | i | i | 0.0% | -2% | -10%
24. CCC(=O)N1c2ccccc2-c2nnc(SC)nc2OC1c1ccc(N(C)C)cc1 (centres undefined)
 : -19% | 3% | 1.2 | -4% | i | i | 4.2% | -3% | -15%
25. COc1cccc(-c2ccc(=O)n(CC(=O)Nc3cc4c(cc3NC(C)=O)OCCO4)n2)c1
 : 0% | 3% | -1.5 | 0% | i | i | 2.3% | 6% | 4%
26. Cc1ccc(CNCC(O)(c2ccccc2)c2ccc(Cl)cc2)cc1 (centres undefined)
 : -3% | ? | 2.3 | 10% | i | ? | 5.1% | -80% | ?
27. CC(C)C(=O)N1CCN(c2ccc(NC(=O)c3cccs3)cc2Cl)CC1
 : 2% | -10% | 0.9 | 2% | i | ? | 6.0% | -30% | -14%
28. C=CCNC(=O)c1ccc([N+](=O)[O-])c(Cl)c1
 : 4% | -4% | -0.7 | 3% | i | i | 6.6% | -1% | 20%
29. CCSc1ncc(Cl)c(C(=O)Nc2sc3c(c2C(=O)NCc2cccnc2)CCCC3)n1
 : 2% | -2% | 0.1 | 6% | i | i | -0.4% | -8% | 13%
30. CCSC1=N/C(=C/c2ccsc2)C(=O)N1c1ccccc1
 : 0% | 4% | -1.9 | -1% | i | i | 13% | -15% | ?

In the list so far, 2 have bromine.
Every second line gives: MmCpn inh | Nrf2 inh | CCT chaperon mod | A549 tox | Akt phos inh | S2 tox | Nrf2 ARE act | HepG2 tox | TGFb inhibitor
10. Cc1ccc(S(=O)(=O)N2CCN(S(=O)(=O)c3ccccc3Br)C2=O)cc1
 : -2% | 12% | 1.2 | 17% | i | i | 5.6% | -29% | 10%
17. O=C(COC(=O)COc1ccc(Cl)cc1)Nc1ncc(Br)s1
 : -2% | -16% | -0.3 | 1% | i | i | 0.1% | 15% | 4%

(more compounds)
Every second line gives: MmCpn inh | Nrf2 inh | CCT chaperon mod | A549 tox | Akt phos inh | S2 tox | Nrf2 ARE act | HepG2 tox | TGFb inhibitor
31. CCCCc1c(C)nc2c(-c3ccc(OC)cc3)c(C)[nH]n2c1=O
 : . | 21µM* | . | -16% | . | i | 1.6% | -27% | -33%
32. COCCN(Cc1cccs1)S(=O)(=O)c1cc(-c2cc(C)no2)ccc1C
 : . | ? | . | 5% | . | . | 3.3% | -13% | 0%
33. CCC(C)c1ccc(C(C)NC(=S)NC2CCCCC2)cc1 (centres undefined)
 : -1% | ? | 2.4 | 15% | i | i | 4.8% | -14% | ?
34. COc1ccc(NC(=S)N2CCC3CC2c2cc(-c4ccc5c(c4)OCO5)ccc23)c(OC)c1 (centres undefined)
 : . | . | 0.6 | . | i | ? | 0.5% | -34% | -23%
35. Cc1nc2ccccc2n1CCc1nc2c3ccccc3nc(SCC(=O)Nc3ccc(C(C)C)cc3)n2n1
 : . | . | . | -29% | . | ? | 0.3% | -7% | -8%
36. Fc1ccc(-c2ccnc3nc(N4CCN(c5ccccc5)CC4)nn23)cc1
 : 1% | -18% | 1.3 | -6% | . | . | 0.1% | -1% | -3%
37. O=C1c2cccc3c([N+](=O)[O-])c(O)cc(c23)C(=O)N1Nc1ccccc1
 : -8% | 29% | 1.1 | ? | i | ? | 9.9% | 1% | ?
38. CC1Sc2ccc(S(=O)(=O)N3CCC(C(=O)NCc4ccccc4)CC3)cc2NC1=O (centres undefined)
 : 1% | -16% | -0.2 | 5% | i | i | 1.8% | -4% | -17%
39. O=c1c2ccccc2c(C=Nc2cccc(S(=O)(=O)NCc3ccco3)c2)c(O)n1-c1ccc(Cl)cn1
 : -4% | 0% | -1.9 | -13% | i | i | 3.2% | -1% | 4%
40. Cc1cc(NC(=O)CCCn2nc(C)c([N+](=O)[O-])c2C)no1
 : 2% | 18% | 0.9 | 6% | i | i | -0.8% | 16% | 3%
41. CC1(C)C2CCC1(C)C(NC(=O)COC(=O)c1ccc(S(C)(=O)=O)c([N+](=O)[O-])c1)C2 (centres undefined)
 : . | ? | . | 4% | . | . | . | 6.3µM* | 5µM*
42. COc1cc(CCN(C(=O)c2cccc(S(C)(=O)=O)c2)C(CCc2ccccc2)c2nc3ccccc3[nH]2)cc(OC)c1 (centres undefined)
 : . | . | 0.7 | . | i | ? | 6.4% | 9% | ?
43. CC1(C2CC2)NC(=O)NC1=O (centres undefined)
 : 2% | 1% | -0.1 | -3% | i | i | 0.0% | 5% | 0%
44. O=C1CCCC/C=C\C[C@H](CC(=O)N(CCO)Cc2ccccc2)C(=O)NCCO1
 : 0% | 5% | 1.5 | -7% | i | i | -0.4% | -6% | 4%
45. CC(NC(=O)c1ccc(CSc2nc3ccncc3n2Cc2ccc(F)cc2)cc1)c1ccccc1 (centres undefined)
 : . | 4% | . | 0% | . | ? | 7.2% | -29% | ?
46. CCCCCC(=O)NC(NC(=S)NC1CCS(=O)(=O)C1)C(Cl)(Cl)Cl (centres undefined)
 : 3% | 12% | -2.7 | 3% | i | i | 0.0% | -2% | -4%
47. COc1cccc(CNC(=O)C2Cc3ccccc3CN2C(C)=O)c1 (centres undefined)
 : 2% | -2% | -1.4 | 5% | i | i | 0.4% | 1% | 7%
48. Cc1cc(C)cc(-n2c(C)nc3cc(C(=O)O)ccc32)c1
 : 2% | -33%&-26% | 2.6 | -12%&-10% | i | i | -0.8%&-0.5% | 6%&2% | 4%&8%
49. O=C(Cn1cc(SCc2ccccc2F)c2ccccc21)N1CCCC1
 : . | ? | . | 3% | . | . | 8.0% | -14% | 0%

No enrichment for hits, and some 4.4% of all compounds hit somewhere here.
